Source: PubChem BioAssay (SRMLSC)
E coli WT inh – growth inhibitors of wild type E. coli, primary screen, strain BW25113 wild type, absorbance readout; E. coli BW25113 growth inhibition, OD600; inhibition, % at 10 µM; hit rate 0.05% among 20,000; AID 552, 2006; in the data active = inhibition above about 40%;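 note: bacteria exposed to compound for 20 hours at 37 °C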
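Assay system: Bacterial strain in a whole-cell growth screen | Amount: Inoculum from a 1:1000 dilution of a 1.5 h subculture | Detection: Absorbance at 615 nm as a measure of bacterial growth | Timing: 20 h exposure, 37 °C | Buffer or medium: LB plus kanamycin 50 µg/mL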
* hit, by the source's call. Only part of the results is shown; the hit share may differ from the screen's.

Cc1cccc(-n2c(O)c(C=Nc3ccccc3N)c(=O)[nH]c2=O)c1
- E coli WT inh: 12

CCOC(=O)C1CCCN(Cc2cccc(Cl)c2)C1 (stereo not drawn)
- E coli WT inh: 1

O=C(CN1CCN(c2nc(-c3ccccc3)cs2)CC1)Nc1ccc2c(c1)OCO2
- E coli WT inh: 3

O=C(CC(c1ccccc1)c1cc(Br)ccc1O)NCc1ccco1 (stereo not drawn)
- E coli WT inh: -6

COc1ccc(C(=O)Nn2c(C3CCC3)nc3ccccc3c2=O)c(OC)c1
- E coli WT inh: 1

Cn1cnnc1SCC(=O)Nc1sc2c(c1C#N)CCCCC2
- E coli WT inh: 3

Cc1ccc(-n2c(=O)c(C#N)cc3c(=O)n4ccccc4nc32)cc1
- E coli WT inh: -4

Oc1ccc(-c2onc(C(F)(F)F)c2-c2cscn2)c(O)c1
- E coli WT inh: -2

CCc1ccc(NS(=O)(=O)c2cccs2)cc1
- E coli WT inh: -10

COc1cccc(CNc2nc3nc(C)c(Cl)c(C)n3n2)c1
- E coli WT inh: 6

Cc1nc2cc(NC(=O)NCc3ccc4c(c3)OCO4)ccc2o1
- E coli WT inh: -19

O=C(NCC1COCCO1)C1CCN(S(=O)(=O)c2ccccc2)CC1 (stereo not drawn)
- E coli WT inh: -2

CCOCCCNC(=O)CN(Cc1ccc(Cl)cc1)S(C)(=O)=O
- E coli WT inh: -18

Cc1cc2c(cc(C(=O)NCc3cccnc3)n2Cc2ccc(Cl)cc2)o1
- E coli WT inh: -1

O=C(c1cnc2n(c1=O)CCS2)N1CCc2ccccc21
- E coli WT inh: 5

CCCS(=O)(=O)N1CCCC(C(=O)NC2CCCC(C)C2C)C1 (stereo not drawn)
- E coli WT inh: -3

CCOC(=O)c1c(C)oc2ccc(OCC(=O)N(CC)CC)cc12
- E coli WT inh: -4

CCCCc1nc(NCCNC(=O)c2ccco2)c(C#N)c2c1CSC(C)(C)C2
- E coli WT inh: 8

O=C(O)C1CC=CCC1C(=O)Nc1cccc(F)c1 (stereo not drawn)
- E coli WT inh: -3

O=C(Nc1ccc2oc(-c3ccncc3)nc2c1)c1c(F)c(F)c(F)c(F)c1F
- E coli WT inh: -20

COc1ccccc1CC(=O)N(CCC#N)CCC#N
- E coli WT inh: -17

CC1=C(C)C(=O)NC(Nc2nc(C)c3cc(C)cc(C)c3n2)N1 (stereo not drawn)
- E coli WT inh: 10

CCOC(=O)c1ccc(NS(=O)(=O)N2CCCCCC2)cc1
- E coli WT inh: 5

CC(c1ccco1)N(C(=O)c1ccc(S(=O)(=O)N2CCCCC2)cc1)c1ccccn1 (stereo not drawn)
- E coli WT inh: -1

Nc1nonc1-c1nc2ccccc2n1CC(=O)N1CCN(c2ccc(F)cc2)CC1
- E coli WT inh: -20

CCOc1ccc(NC(=O)c2ccco2)cc1
- E coli WT inh: -2

COC(=O)c1ccccc1NC(=O)CSc1nc(-c2ccco2)cc(C(F)(F)F)n1
- E coli WT inh: -15

CC(C)(C)SCCNC(=O)CSc1ccccc1
- E coli WT inh: -3

COc1ccc(S(=O)(=O)Cc2ccc(C(=O)N3CCN(c4ccccc4)CC3)o2)cc1
- E coli WT inh: -5

Cn1c(=O)c2c(ncn2CC(=O)N2CCN(c3ccc(F)cc3)CC2)n(C)c1=O
- E coli WT inh: 2

CCOC(=O)/C=C1\SCC(=O)N1Cc1nnc(-c2ccccc2Br)o1
- E coli WT inh: -1

COC(=O)C1=C(C)Nc2nnnn2C1c1ccc(Cl)cc1Cl (stereo not drawn)
- E coli WT inh: -2

COc1cccc(CNC(=O)C2CCN(S(=O)(=O)c3ccc(F)cc3)CC2)c1
- E coli WT inh: -4

CN1C(=O)c2ccc(NC(=O)c3c(F)c(F)c(F)c(F)c3F)cc2C1=O
- E coli WT inh: -1

COc1ccccc1CN1CCCC(C(=O)N(C)Cc2ccccc2)C1 (stereo not drawn)
- E coli WT inh: -1

CC(C)CCNC(=O)C(c1ccco1)N(CC1CCCO1)C(=O)Cn1nnc2ccccc21 (stereo not drawn)
- E coli WT inh: 12

Cn1c(=O)c2c(nc(CN3CCC(C(N)=O)CC3)n2CCCc2ccccc2)n(C)c1=O
- E coli WT inh: -18

CC(=O)c1cccc(NC(=O)C=C(C)C)c1
- E coli WT inh: 3

Cn1nc(C(=O)Nc2cccc(C(F)(F)F)c2)ccc1=O
- E coli WT inh: 14

CCc1cc(=O)n2[nH]c(C)c(-c3ccccc3OC)c2n1
- E coli WT inh: 6

Cc1ccc(N2C(=O)c3cccc4c(N5CCN(C)CC5)ccc(c34)C2=O)c2cccnc12
- E coli WT inh: -19

CCCCn1nnnc1SCC(=O)N1CCN(C(=O)c2ccco2)CC1
- E coli WT inh: 16

COc1ccc(C(=O)n2nc(-c3ccccc3)nc2N)cc1OC
- E coli WT inh: 2

COc1nc(Nc2ccc(-c3nc4ccccc4o3)cc2)nc(N2CCOCC2)n1
- E coli WT inh: 7

CCn1c(=N)n(CC(=O)C23CC4CC(CC(C4)C2)C3)c2ccccc21
- E coli WT inh: -3

CCCSc1nc2c(cnn2-c2ccc(Cl)cc2)c(=O)[nH]1
- E coli WT inh: -3

Cc1nc2nc(Cc3ccccc3)[nH]n2c(=O)c1Cl
- E coli WT inh: -19

Cc1ccc(Cl)cc1N1CCN(CC(=O)Nc2ccc3[nH]c(=O)[nH]c3c2)CC1
- E coli WT inh: 10

CC(=O)c1c(C)nc(-c2ccc(Cl)cc2Cl)n1O
- E coli WT inh: -15

CCOc1ccc(/C=N/n2cnnc2)cc1
- E coli WT inh: 18

CCOC(=O)N1CCN(c2c(NCCN(C)Cc3ccccc3)c(=O)c2=O)CC1
- E coli WT inh: 10

CCOCCCN(Cc1cc2cc(C)cc(C)c2[nH]c1=O)C(=O)N(CC)CC
- E coli WT inh: 4

Cc1cc(NS(=O)(=O)c2ccc(Br)s2)no1
- E coli WT inh: -16

Cn1c2ccccc2c2c(C(=O)NCCCN3CCCC3=O)cn(C3CCCCC3)c(=O)c21
- E coli WT inh: 4

CCOC(=O)c1cc(NC(=O)Nc2ccc(OC)c(OC)c2)c(C)nc1C
- E coli WT inh: -21

CC(C)(C)n1nc2c(c1NC(=O)COc1ccc(Cl)cc1)CSC2
- E coli WT inh: 2

CS(=O)(=O)N(CC(=O)Nc1ccc2c(c1)OCO2)Cc1ccc(Cl)cc1
- E coli WT inh: -11

COc1ccc(OC)c(N(CC(=O)Nc2ccc(NC(C)=O)cc2)S(C)(=O)=O)c1
- E coli WT inh: -21

O=c1[nH]c(CN2CCN(C/C=C/c3ccccc3)CC2)nc2ccccc12
- E coli WT inh: -16

Cc1ccc2nc(Nc3ccc4[nH]c(=O)[nH]c4c3)c(-n3nc(C)cc3C)nc2c1
- E coli WT inh: -16

Next entries:
Molecule,E coli WT inh
O=C(NCc1ccccc1)C1CCN(S(=O)(=O)N2CCCCCC2)CC1,4
O=c1cnnc(NCc2ccccc2)[nH]1,3
Cc1onc(-c2ccccc2)c1C(=O)N1CCOCC1,16
CCC1(CC)C(=O)N(C)C(=O)NC1=Nc1ccccc1,-23
Cn1c(=O)[nH]c(=O)c2c1nc(N1CCCCCC1)n2CCCSc1nc2ccccc2o1,6
Cc1cc(C(=O)Nc2ccon2)cs1,-10
Cc1ccccc1OCC(=O)NCC1CCCO1 (stereo not drawn),4
Cc1c(O)nc(SC2CC(=O)N(c3ccccc3)C2=O)[nH]c1=O (stereo not drawn),-16
Cc1ccc(C)c(NC2=NS(=O)(=O)c3ccccc32)c1,1
CCCCOCCCNC(=O)COc1ccccc1,-3
O=C(O)C1CC=CCC1C(=O)NCc1ccccc1 (stereo not drawn),-5
CCc1ccc(NC(=O)CSc2nnc(-c3ccccn3)n2C)cc1,-12
CCOc1ccc(N2C(=O)CC(N(O)c3ccccc3)C2=O)cc1 (stereo not drawn),-20
O=C(c1cccc(C(F)(F)F)c1)N1CCN(C2CCCCC2)CC1,-17
Cc1nnc(NC(=O)CSc2nc3c(c(=O)n2C)SC(C)C3)s1 (stereo not drawn),-1
C=CCNc1nc(NCCO)nc(N2CCCC2)n1,6
N#Cc1c(N2CCOCC2)nc(N2CCCCC2)c2c1CCN(C1CCCCC1)C2,-2
CCC(=O)NCCN1CCN(C(=O)CC)CC1,-21
O=C(O)c1cc(O)c2c(c1)C(=O)c1cccc(O)c1C2=O,2
Cc1ccccc1-c1nc(Cc2ccc(Cl)cc2)no1,5
CC1(C)CC2CC(C)(CN2c2ncnc3ccccc23)C1 (stereo not drawn),-20
O=S(=O)(c1ccc(Cl)s1)N1CCN(c2ncccn2)CC1,6
CN(c1ccc(C(=O)NCc2ccccc2)cc1)S(C)(=O)=O,2
Cc1ccc(-c2nn3c(C)nnc3c3ccccc23)cc1S(=O)(=O)NCc1ccco1,-16
CCCc1c(O)nc(SCc2ccccc2)[nH]c1=O,-10
c1ccc(-n2nnnc2Oc2cccc3cccnc23)cc1,-17
Cc1ccsc1C1C2=C(CCCC2=O)Nc2ncnn21 (stereo not drawn),-3
CCCS(=O)(=O)Nc1c(C(=O)O)[nH]c2ccccc12,-6
O=C(CS(=O)(=O)Cc1ccccc1)Nc1nc2ccccc2s1,-4
COc1ccc(S(=O)(=O)N2CCCC(C(=O)NCc3ccncc3)C2)cc1 (stereo not drawn),-18
O=S(=O)(Cc1ccccc1)NCc1cccnc1,2
O=C(CCOc1ccccc1)NCc1ccccc1,15
O=C(Nc1ccc2c(c1)OCO2)N1CCOCC1,6
CCOc1ccccc1N(CC(=O)NC1CCCC1)C(=O)CCCC(=O)Nc1ccccn1,-3
CCOC(=O)C1CCN(C(=O)c2cc(OCC)c(OCC)c(OCC)c2)CC1,5
COc1cc(NC2=CC(=O)CC(C)(C)C2)cc(OC)c1,7
O=C(Nc1nnc(CCc2ccccc2)s1)C1CCCO1 (stereo not drawn),-13
Cn1nnc(NCc2cc(Br)ccc2OCc2cccs2)n1,-7
O=c1c(O)c(-c2cccs2)oc2ccccc12,-7
CC(=O)NC(C)C(=O)OCC(=O)Nc1ccc(Br)cc1 (stereo not drawn),3
CC(=O)N1C(c2ccccc2)CC(=O)OC1c1ccc2c(c1)OCO2 (stereo not drawn),5
CCN(CC)C(=O)C1=C(C)NC(=O)NC1c1c(F)cccc1Cl (stereo not drawn),0
CCCCOC(=O)Cn1c(=O)oc2ccc(C)cc21,2
O=S(c1ccsc1)c1ccsc1,2
O=C(Cn1cnc2c(oc3ccccc32)c1=O)N1CCN(c2ccccc2)CC1,0
Cc1ccc2cccc(S(=O)(=O)N3CCN(c4cccc(Cl)c4)CC3)c2n1,0
CC(C#N)On1c(SC(C)C#N)nc2ccccc2c1=O (stereo not drawn),-15
Cc1c(C)c2cc(Cl)c(O)c(CN3CCCCC3)c2oc1=O,8
O=C1CN(C(=O)COC(=O)C23CC4CC(CC(O)(C4)C2)C3)c2ccccc2N1,-1
Nc1ccc(S(=O)(=O)c2ccc(N)cc2)cc1,-3
CC(=O)Nc1ccc(S(=O)(=O)NCC(C)NS(=O)(=O)c2ccc(NC(C)=O)cc2)cc1 (stereo not drawn),-5
CS(=O)(=O)N1CCc2cc(C(=O)N3CCCCC3)ccc21,-7
CCCCCn1c(=NC(C)=O)c(C#N)cc2c(=O)n3ccccc3nc21,-18
O=C(Nc1cccnc1)c1ccc(Br)s1,-15
CCC(C)(NC(=O)c1ccc(=O)[nH]c1)C(=O)NC1CCCC1 (stereo not drawn),8
CCn1nnc(NC(=O)c2ccc(-c3ccc(Cl)cc3)o2)n1,8
N=c1ccccn1CC(O)COc1ccccc1 (stereo not drawn),-22
O=C1CC(NC23CC4CC(CC(C4)C2)C3)C(=O)N1c1ccc2c(c1)OCO2 (stereo not drawn),-23
Cc1oc(-c2ccccc2F)nc1CS(=O)(=O)CC(=O)NCCCN1CCc2ccccc2C1,6
O=C(OCCN=C1NS(=O)(=O)c2ccccc21)C1CC(=O)N(c2ccc(Cl)cc2)C1 (stereo not drawn),2

Later entries:
Molecule,E coli WT inh
O=c1cc(NCc2ccccc2)c2ccccc2o1,-15
C=CCNS(=O)(=O)c1ccc2nsnc2c1,4
Cc1ccc(-n2ncc3c(=O)n(CC(=O)N4CCCc5ccccc54)cnc32)cc1C,0
COCCn1c(=N)c(C(=O)NCCc2ccccc2)cc2c(=O)n3cccc(C)c3nc21,4
O=C(CSc1nc2ccccc2s1)NCCCN1CCOCC1,-17
Cc1[nH]nc(N=CC2=C(O)CC(C)(C)CC2=O)c1-c1ccccc1,-1
Cc1ccc(S(=O)(=O)N(CC(=O)O)Cc2ccccc2F)cc1,-18
COC(=O)c1ccc(-n2nnnc2SCc2nn[nH]n2)cc1,8
Cn1c(NC(=O)c2ccccc2NC(=O)C(C)(C)C)nc2ccccc21,3
CC1=Nn2c(nnc2-c2n[nH]c3c2CCC3)SC1,-13
N#CCCN(C(=O)Nc1ccc(Cl)cc1)c1ccccc1,0
CCOc1ccc2ccccc2c1C(=O)N1CCOCC1,-1
COc1cc(C)nc(NC(=O)COc2ccc(Cl)cc2C)n1,-10
CC(C)=CC(=O)OCC(=O)NC(=O)NC(C)(C)C,-1
CCn1c(Cc2ccccc2)nnc1SCc1nc2ccccc2c(=O)[nH]1,-18
